TAAR1 agonist – human TAAR1 agonism | Q96RJ0 | CHO RD-HGA16 TAAR1, Fluo-8 calcium fluorescence; vehicle wells 0%, saturating PEA agonist 100% | activation, % at 3 µM | actives 0.99% (n = 360,000) | AID 624467;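 active = activation above the mean activation of all test compounds in the run plus 3 SD, cut at about 38% in these data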
Target sequence (Q96RJ0 whole entry, looked up): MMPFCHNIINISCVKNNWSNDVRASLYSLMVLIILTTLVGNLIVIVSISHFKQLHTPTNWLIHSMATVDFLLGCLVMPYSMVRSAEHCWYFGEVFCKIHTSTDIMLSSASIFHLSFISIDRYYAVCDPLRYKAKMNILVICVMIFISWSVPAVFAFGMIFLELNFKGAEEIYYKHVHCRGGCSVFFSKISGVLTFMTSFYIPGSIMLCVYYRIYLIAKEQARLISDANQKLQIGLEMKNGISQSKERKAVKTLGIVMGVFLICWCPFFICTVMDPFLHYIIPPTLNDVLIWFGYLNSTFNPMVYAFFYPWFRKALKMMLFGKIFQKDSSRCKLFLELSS
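System: CHO-derived RD-HGA16 cells with stable Gα16 and human TAAR1. Times: 17-24 h plating, Fluo-8 75 min 37 °C, 30 min RT. Measured by: calcium-sensitive Fluo-8 signal, excitation 470-495, emission 515-575 nm. Read-out basis: % activation relative to PEA EC100 response. Control set: DMSO and PEA EC100. Repeats: no replicates (n 1).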
CHO-K1 Ca ag – nonselective activator or artifact in parental CHO-K1 cells; AID 602248; Fluo-8 calcium fluorescence; scaled to maximal ATP response, vehicle zero; actives 0.48% (n = 360,000); activation, % at 3 µM; in the data active = activation above about 15%;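 note: untransfected CHO-K1 host cells lacking M1 receptor as counterscreen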
CHO parental Ca – counter-screen for OX1R antagonists: effect in parental CHO cells. inhibition, % at 5.6 µM. parental CHO-K1, ATP-induced calcium, Fluo-8 fluorescence. actives 0.63% (n = 330,000);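 active = inhibition above that plate's mean sample inhibition plus 3 SD, cut at about 26% in these data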;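 note: 0% = ATP-challenged DMSO wells and 100% = DMSO wells without ATP; some compounds past the cut are filed as inactive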
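Test system: untransfected parental CHO cell line; also added: ATP stimulus; dosing: 5.6 µM, single dose; signal: calcium-sensitive Fluo-8 fluorescence; measure: percent inhibition of ATP-evoked calcium rise, normalized to controls; benchmarks: low control ATP plus DMSO, high control DMSO only; replication: one well per compound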
CHO-K1 Ca PAM – M1 PAM counterscreen hit in parental CHO-K1 cells; ATP EC20, Fluo-8 calcium fluorescence; 0% at ATP EC20, 100% at ATP max; actives 0.02% (n = 360,000); activation, % at 3 µM;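 active = activation above the run cutoff, the mean activation of all test compounds plus 3 SD, cut at about 40% in these data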;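 note: peak over basal fluorescence ratio in a 140 s read after ATP addition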
TAAR1 antag – human TAAR1 antagonism; Q96RJ0; CHO RD-HGA16 TAAR1, Fluo-8 calcium fluorescence, antagonist; inhibition, % at 3 µM; actives 1.5% (n = 360,000); AID 624466;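 active = inhibition above a per-plate cutoff, the mean inhibition of test compounds on that plate plus 3 SD, cut at about 49% in these data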;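 note: 0% = DMSO plus EC80 beta-PEA response and 100% = DMSO alone without agonist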
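Test system – hTAAR1-expressing CHO RD-HGA16 cells, Gα16-coupled · Reagent – β-PEA at EC80 concentration, post-compound challenge · Compound dosing – 3 µM, single point · Timing – 140 s kinetic read after compound, 140 s after agonist · Detection – Fluo-8 intracellular calcium dye fluorescence, real-time kinetic reads · Control set – DMSO and EC80 PEA controls · Repeats – n of 1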
M1 antag – human CHRM1 antagonism. P11229. CHO-K1 hM1, Fluo-8 calcium fluorescence, ACh EC80 antagonist. inhibition, % at 3 µM. actives 1.3% (n = 360,000). AID 588852;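 active = percent inhibition above its own plate's cutoff, namely the mean of that plate's compound wells plus 3 SD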;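 note: peak over basal fluorescence ratio during 140 s after agonist addition; 0% = ACh EC80 plus DMSO and 100% = DMSO alone without agonist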
Target sequence (P11229 whole entry, looked up): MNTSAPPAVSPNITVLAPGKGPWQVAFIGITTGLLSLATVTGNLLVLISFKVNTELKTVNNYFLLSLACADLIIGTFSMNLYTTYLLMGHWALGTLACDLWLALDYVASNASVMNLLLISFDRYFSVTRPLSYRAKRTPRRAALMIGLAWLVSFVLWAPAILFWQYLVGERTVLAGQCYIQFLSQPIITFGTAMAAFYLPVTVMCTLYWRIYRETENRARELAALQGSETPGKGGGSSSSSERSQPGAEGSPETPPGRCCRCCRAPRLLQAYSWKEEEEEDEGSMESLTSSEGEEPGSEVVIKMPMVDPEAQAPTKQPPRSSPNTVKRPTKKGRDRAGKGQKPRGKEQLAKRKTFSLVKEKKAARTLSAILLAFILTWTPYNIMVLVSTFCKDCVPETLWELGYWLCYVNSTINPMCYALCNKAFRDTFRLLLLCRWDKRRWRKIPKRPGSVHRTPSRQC
CHRM1 PAM – potentiates human M1 receptor response to acetylcholine; CHO-K1 hM1, Fluo-8 calcium fluorescence, ACh EC20; 0% = ACh EC20, 100% = maximal ACh; P11229; actives 0.088% (n = 360,000); activation, % at 3 µM; in the data active = activation above about 19%, passing the limit was not always enough
CHO-K1 Ca antag – M1 antagonist counterscreen hit in parental CHO-K1 cells | ATP-induced calcium, Fluo-8 fluorescence | inhibition, % at 3 µM | actives 0.6% (n = 360,000);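 active = inhibition above a per-plate cutoff, the plate's mean sample inhibition plus 3 SD, cut at about 24% in these data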;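 note: 0% = DMSO plus EC80 ATP and 100% = DMSO alone without ATP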
CHRM1 agonist – human M1 muscarinic receptor agonism; actives 0.33% (n = 360,000); activation, % at 3 µM; P11229; CHO-K1 hM1, Fluo-8 calcium fluorescence, agonist mode; 0% DMSO, 100% acetylcholine EC100; AID 588814;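 active = activation above the run's mean compound activation plus 3 SD, cut at about 16% in these data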;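 note: peak over basal fluorescence ratio within a 140 s kinetic read after compound addition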
An asterisk follows results filed as active; · = not tested or not shown. This is a random part of the collection; 4.4% or so of the library scored in one or more.

SMILES	TAAR1 agonist	CHO-K1 Ca ag	CHO parental Ca	CHO-K1 Ca PAM	TAAR1 antag	M1 antag	CHRM1 PAM	CHO-K1 Ca antag	CHRM1 agonist
Cc1ccc(C(c2nnnn2CS(=O)(=O)c2ccc(C)cc2)N2CCC(C)CC2)cc1 (stereo not drawn)	12	0.1	-9	4	-1	-10	1	-9	-3
CC(=O)NC1CC2CCCC(C1)N2S(=O)(=O)c1cccc(F)c1 (stereo not drawn)	0	-0.1	2	4	-5	-4	4	1	-2
CN(C)CC(O)CN(c1ccccc1)c1ccccc1 (stereo not drawn)	0	1.2	-18	26	-27	11	-9	-15	-8
CC(=O)N1CCC(=O)Nc2ccc([N+](=O)[O-])cc21	2	0.5	-10	6	14	-8	8	-7	-1
O=C(Nc1ccc(-c2nc3ccccc3o2)cc1)c1cc(-n2cnnc2)ccc1Cl	10	1.9	8	8	32	12	-3	9	-5
COc1ccc(N2CC(NC(=O)c3ccc4ccccc4c3)CC2=O)cc1OC (stereo not drawn)	5	2.3	-13	13	12	19	-2	-2	-1
CC(C)CCNC(=O)C1CCN(S(=O)(=O)c2ccc3c(c2)CC(C)N3C(=O)C2CCC2)CC1 (stereo not drawn)	-1	0.6	-17	-5	-12	-15	3	-8	-3
Cc1ccc(C)c(N2CCN(S(=O)(=O)c3c(C)[nH]c(C)c3C(=O)N3CCCCC3)CC2)c1	2	3.9	-27	6	-9	-3	6	-15	-1
COc1ccc(OC(=O)CCc2c[nH]c3ccccc23)cc1	-1	0.5	-3	25	20	-10	8	-9	-10
CCC(c1nnnn1C1CCCC1)N1CCN(C/C=C/c2ccccc2)CC1 (stereo not drawn)	4	6.4	·	14	-21	-20	-4	-10	-3
Cn1c(CSc2ncccn2)nnc1SCC(=O)N1CCCC1	0	0.3	-2	-7	10	14	0	-10	-2
CCn1c(SC)nnc1C1CCCN(CC(=O)Nc2ccccc2N2CCOCC2)C1 (stereo not drawn)	-4	1.1	-25	13	1	-4	-1	-18	-10
Cc1ccc(S(=O)(=O)N2CC(C)N(C(=O)N3CCOCC3)C2C)cc1 (stereo not drawn)	1	0.2	-15	-12	3	4	1	-16	-6
O=C(COC(=O)Cc1c(Cl)cccc1Cl)Nc1ccc(OC(F)(F)F)cc1	2	1.3	-7	6	-14	4	-6	-5	-11
COc1ccc(N(CC(=O)NCc2ccccc2OC)S(=O)(=O)c2ccc(C)cc2)cc1Cl	1	0.1	-8	-8	6	-2	4	7	-4
Cc1cc(C)cc(OCC(=O)Nc2ccc3c(c2)OCO3)c1	4	2.1	-8	-1	7	11	-10	0	-7
NS(=O)(=O)c1ccc(NC(=O)COC(=O)c2cnc(Cl)c(Cl)c2)cc1	33	0.7	8	13	25	-10	10	-17	-2
O=C(CCc1ccccc1)Nc1ccc2c(c1)C(=O)OC2	·	0.3	-13	-4	·	-2	3	2	-2
Cc1ccc2c(CSc3nc4ccccc4c(=O)n3CCCO)cc(=O)oc2c1	9	0.4	·	10	11	3	-4	-3	-3
CCSc1nc2c(c(=O)n1Cc1ccccc1)SC(C)C2 (stereo not drawn)	0	1.6	8	15	-6	14	-20	-7	-8
COc1cccc(-c2ccc(SCC(=O)c3ccccc3)nn2)c1	5	1.9	4	0	26	9	-4	3	-6
CN(c1cnn(-c2ccccc2)c(=O)c1Cl)n1cccc1	-1	0.5	-5	-7	-1	-5	4	-4	-6
CC/C(=N\NC(=O)CNC(=O)/C=C/c1ccco1)c1ccccc1	5	0.1	-26	19	-15	-10	8	-7	-4
Cc1ccc(NCc2nnc(SCC(=O)NCc3ccco3)n2CC2CCCO2)c(C)c1 (stereo not drawn)	2	-0.1	-33	-6	-5	16	-4	15	-3
COc1ccc(Cl)cc1NC(=O)CN(C)CC(=O)NCc1ccc(F)cc1	4	5.2	-12	0	41	-11	4	-14	-3

Four compounds already listed, arranged by number of heavy atoms, ascending.
SMILES	TAAR1 agonist	CHO-K1 Ca ag	CHO parental Ca	CHO-K1 Ca PAM	TAAR1 antag	M1 antag	CHRM1 PAM	CHO-K1 Ca antag	CHRM1 agonist
CC(=O)N1CCC(=O)Nc2ccc([N+](=O)[O-])cc21	2	0.5	-10	6	14	-8	8	-7	-1
CC(=O)NC1CC2CCCC(C1)N2S(=O)(=O)c1cccc(F)c1 (stereo not drawn)	0	-0.1	2	4	-5	-4	4	1	-2
O=C(COC(=O)Cc1c(Cl)cccc1Cl)Nc1ccc(OC(F)(F)F)cc1	2	1.3	-7	6	-14	4	-6	-5	-11
Cc1ccc2c(CSc3nc4ccccc4c(=O)n3CCCO)cc(=O)oc2c1	9	0.4	·	10	11	3	-4	-3	-3

The list goes on:
SMILES	TAAR1 agonist	CHO-K1 Ca ag	CHO parental Ca	CHO-K1 Ca PAM	TAAR1 antag	M1 antag	CHRM1 PAM	CHO-K1 Ca antag	CHRM1 agonist
Cc1ccc(NC(=O)CN2c3cccc4cccc(c34)S2(=O)=O)cc1S(=O)(=O)N1CCOCC1	1	4.2	-17	19	-9	8	-4	-5	-6
CC1C(=O)N2CCCc3cc(NC(=O)C(=O)NCCc4ccccc4)cc1c32 (stereo not drawn)	9	0.0	-28	-3	-12	-2	3	-15	-3
CCOC(=O)c1cnc(SCc2ccc(C)cc2)nc1N	6	0.1	-15	2	5	-24	0	-8	-4
Nn1c(Cc2ccccc2F)nnc1SCC(=O)Nc1cccc(S(=O)(=O)NC2=NCCCCC2)c1	1	0.5	-5	7	-17	11	-3	0	-2
O=C(O)CCC(=O)N1N=C(c2ccc(Br)cc2)CC1c1cccc(Br)c1 (stereo not drawn)	5	1.0	-9	19	14	-8	6	-12	-1
O=C(CN1CCC(NC(=O)c2cccc(F)c2)CC1)Nc1ccc(Br)cc1	0	2.9	·	-2	12	-2	-1	0	-2
CC1CCN(C(CNS(=O)(=O)c2ccccc2)c2ccccc2)CC1 (stereo not drawn)	3	-1.0	-26	1	-28	-7	6	-6	-8
OC1(c2cccc(C(F)(F)F)c2)CCNCC1	16	1.0	0	9	0	-11	7	-8	-6
Cc1ccc(Cn2nnnc2CN2CCC(O)(c3ccccc3F)CC2)cc1	4	1.3	-2	-6	1	-17	-7	-10	1
COc1cc(/C=N/NC(=O)c2cc[n+]([O-])cc2)ccc1O	2	0.6	0	15	-15	-8	4	-16	-3
COc1ccc(CN(C(=O)c2snc(C(N)=O)c2N)C(CC(C)C)C(=O)NC2CCCCC2)cc1 (stereo not drawn)	0	-0.2	-23	-4	-8	11	-7	-4	-6
COC(=O)Cn1c(=O)n(CCc2ccccc2)c(=O)c2c3c(sc21)CCCC3	-2	-0.2	-41	19	14	77*	-22	-16	-9
O=C(CNc1ccc(F)cc1)c1ccccc1	14	0.0	0	-15	-2	12	-8	2	-6
CCOC(=O)c1c(-c2ccccc2)csc1NC(=O)CSc1nncs1	0	4.3	-12	19	21	1	-3	-8	-8
O=C(c1ccccc1NS(=O)(=O)c1ccc(Br)s1)N1CCCC1	2	-0.2	-33	-7	-17	4	-9	15	-2
NC(Cc1ccccc1)c1csc(Nc2ccc(C(=O)NCCCO)cn2)n1 (stereo not drawn)	7	0.3	·	5	-14	4	9	6	-3
CN(C)C(=O)c1c2c(nc3ccccc13)CCCC2	2	1.2	-4	24	0	-5	9	-20	-4
COc1ccc(NS(=O)(=O)c2ccc(C)c(C(=O)N(C)Cc3ccc(OC)cc3OC)c2)cc1	11	3.6	-27	-7	25	-5	-2	6	4
Cn1c(NN)nc2c1c(=O)n(Cc1ccccc1)c(=O)n2C	2	0.6	·	5	-12	-3	0	-11	-4
CC(=O)Nc1ccc(NC(=O)C(C)Sc2n[nH]c(-c3ccc(C)cc3)n2)cc1 (stereo not drawn)	4	0.1	3	-8	19	-6	2	-3	1
Cc1oc(-c2ccccc2F)nc1CS(=O)CC(=O)NC1CCCC1 (stereo not drawn)	1	0.1	-16	5	-11	-2	6	2	-1
COc1ccc(NC(=O)Nc2nnc([C@H]3C[C@H](O)[C@@H](CO)O3)s2)cc1	3	0.4	·	2	-8	-11	4	0	-4
Cc1ccc2nc(-c3ccc(SCC(=O)Nc4nnc(C)s4)nc3)[nH]c2c1	0	1.5	11	21	15	-4	7	-6	-5
O=C(CC(=O)c1ccccc1)Nc1cccnc1Cl	-1	0.1	-19	8	13	-2	-3	2	-4
CC1CC(=O)N(CCc2ccccc2)C(=O)C1	2	0.0	·	-11	-5	-21	15	0	2

The listing continues.
SMILES	TAAR1 agonist	CHO-K1 Ca ag	CHO parental Ca	CHO-K1 Ca PAM	TAAR1 antag	M1 antag	CHRM1 PAM	CHO-K1 Ca antag	CHRM1 agonist
Cc1cc(C)n(C(=O)CCCn2cc([N+](=O)[O-])cn2)n1	0	-0.1	-2	-9	-17	-12	9	10	-4
COc1ccc(-c2cc(=O)c(C(=O)c3ccc(C)cc3)n[nH]2)cc1	6	3.1	-6	3	-2	-2	-2	5	-4
O=C(/C=C/c1cnc2ccccc2n1)NC12CC3CC(CC(C3)C1)C2	-1	0.7	-1	-4	1	7	2	2	-6
Cc1c(Cl)cccc1NC(=O)CSc1nnc(C)n1-c1ccccc1	5	1.8	-10	-3	-1	-6	1	-14	-3
CN(C)S(=O)(=O)Nc1ccc2c(c1)Cc1ccccc1-2	5	1.1	-3	-8	0	-4	3	-5	-6
CC(=O)Nc1c(NCC(C)C)c2ccccc2oc1=O	5	-0.2	2	19	-4	-5	6	-8	-2
NC(=O)CCNC(=O)c1ccc(Cl)cc1	2	-0.1	-9	-3	5	-5	4	7	-2
N#Cc1c(NC(=O)CSc2nnc(-c3ccccc3)o2)sc2c1CCCC2	·	-0.2	-3	-1	·	-6	2	4	-5
Fc1cccc(Cc2c(C3CCCCC3)nc3c4ccccc4ccn23)c1	-1	0.8	·	10	5	·	·	-4	·
O=C1c2ccccc2-c2onc3ccc(NCc4ccco4)c1c23	·	19*	37	-10	·	44*	-13	45*	36*
COc1ccccc1OCc1nc(-c2cccc([N+](=O)[O-])c2)no1	5	0.9	-1	7	20	-6	-1	-3	-14
O=C(c1ccccc1F)N1CCC2CC1c1cc(N3CCCCC3)ccc12 (stereo not drawn)	-1	0.9	·	8	-5	4	-12	-5	-8
O=C(CCl)Nc1ccc(Oc2cnc3ccccc3n2)cc1	5	7.3	-3	13	13	-2	6	6	-4
O=C(O)CCC(=O)CCC(=O)c1ccccc1	8	0.6	-3	10	0	6	-1	-7	-3
CCOC(=O)c1[nH]cnc1C(=O)NC1CCCCC1	2	0.6	-15	18	-21	-7	7	-2	-2
Cc1ccc(O)c(-c2cc(C(=O)Nc3c(C)n(C)n(-c4ccccc4)c3=O)[nH]n2)c1	-3	2.7	-16	11	-7	-5	9	-2	-10
Cc1sc2ncnc(N3CCC(C(=O)N(C)CC(=O)Nc4ccccc4Br)CC3)c2c1C	10	9.8	-31	4	63*	35*	-10	0	0
CCCCc1nnc(NC(=O)CSc2nc(O)c(Cc3ccccc3)c(=O)[nH]2)s1	3	-0.3	-17	-8	-12	2	4	21	-1
Nc1[nH]n(-c2ccccc2)c(=O)c1N=Nc1ccccc1	-4	0.4	-17	-13	4	-5	-2	-12	-4
